IDH1 R132H inh: blocks human IDH1 R132H reductase activity. O75874. diaphorase/resazurin fluorescence, 60 min. AID 624101. inhibition, % at 10 µM. hit rate 0.18% among 70,000; in the data active means inhibition above about 34%;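 further: 0% = DMSO and 100% = no enzyme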
Target sequence (O75874 whole entry R132H): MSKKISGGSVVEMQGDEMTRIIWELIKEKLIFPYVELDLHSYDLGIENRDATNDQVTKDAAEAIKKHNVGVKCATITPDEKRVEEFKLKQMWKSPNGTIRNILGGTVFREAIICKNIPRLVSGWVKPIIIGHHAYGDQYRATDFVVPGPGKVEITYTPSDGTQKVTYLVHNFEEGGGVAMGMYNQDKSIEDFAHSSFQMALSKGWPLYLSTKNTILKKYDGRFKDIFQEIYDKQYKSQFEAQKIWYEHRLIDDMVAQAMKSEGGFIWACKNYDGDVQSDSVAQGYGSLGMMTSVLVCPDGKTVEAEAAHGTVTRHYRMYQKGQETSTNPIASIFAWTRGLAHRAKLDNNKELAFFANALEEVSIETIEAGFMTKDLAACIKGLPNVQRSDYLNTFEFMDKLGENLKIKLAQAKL
PRC2 inh: blocks human EZH2/PRC2 H3K27 methylation. DELFIA TRF, 1 h. hit rate 0.35% among 57,000. AID 651548. inhibition, % at 12.5 µM. Q15910;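 active means mean inhibition of replicates at least 50% and every single replicate also reaching 50%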;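 further: dimethyl H3K27 on biotinylated H3 21-44 peptide detected by antibody; plate controls were median neutral control wells for no effect and median positive control wells for full effect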
The depositor's hits bear a star; · = no result given. An excerpt; rates above refer to the full screens.

compound	IDH1 R132H inh	PRC2 inh
C[C@H]1CN([C@@H](C)CO)S(=O)(=O)c2ccc(-c3cccnc3)cc2O[C@@H]1CN(C)C(=O)NC1CCCC1	4.9	-8
COc1ccc(S(=O)(=O)N(C)C[C@H]2Oc3ccc(NC(=O)Cc4ccccc4)cc3CC(=O)N([C@H](C)CO)C[C@@H]2C)cc1	0.2	·
C[C@H](CO)N1C[C@H](C)[C@@H](CN(C)Cc2ccncc2)OCCCC[C@H](C)Oc2ccc(NC(=O)CCC(F)(F)F)cc2C1=O	2.3	6
COc1ccc(NC(=O)Nc2ccc3c(c2)C(=O)N([C@H](C)CO)C[C@H](C)[C@@H](CN(C)S(C)(=O)=O)O3)cc1	-0.5	·
Cc1noc(C)c1S(=O)(=O)Nc1ccc2c(c1)C(=O)N([C@@H](C)CO)C[C@H](C)[C@@H](CN(C)C(=O)Nc1ccccc1)O2	1.0	·
C[C@@H](NC(=O)C[C@H]1C=C[C@H](NC(=O)c2cccnc2)[C@@H](CO)O1)c1ccccc1	0.3	9
Cc1cc(C)nc(N2CC(=O)N(CCOc3ccc(Br)cc3)C2=O)n1	-1.9	-4
CN(C)CCOC(c1ccccc1)c1ccccc1	0.7	·
C[C@H]1CN([C@@H](C)CO)C(=O)c2cc(C3=CCCCC3)cnc2O[C@H]1CN(C)C(=O)c1cccc(F)c1	0.0	·
COc1ccc(/C=N/NC(=O)CCCCCC(=O)NO)cc1O	-0.7	8
C[C@H](CO)N1C[C@H](C)[C@@H](CN(C)S(=O)(=O)c2ccc(Cl)cc2)Oc2ccc(NC(=O)c3ccncc3)cc2C1=O	·	9
C[C@H]1CN([C@@H](C)CO)C(=O)Cc2cc(NS(=O)(=O)c3cccs3)ccc2O[C@H]1CN(C)CC1CCCCC1	-0.3	15
CCOc1ccc(NC(=O)CC2C(=O)NCCN2C(=O)Nc2ccccc2)cc1 (stereo unspecified)	0.2	-1
C[C@@H]1CCCCO[C@H](CN(C)S(=O)(=O)c2ccc(F)cc2)[C@@H](C)CN([C@H](C)CO)C(=O)c2cc(NC(=O)Nc3cccc4ccccc34)ccc2O1	0.5	·
CO[C@H]1CN(C)C(=O)c2cc(NC(=O)C3CC3)ccc2OC[C@H](C)N(CC2CC2)C[C@@H]1C	0.2	4
Cc1noc(C)c1S(=O)(=O)N(C)C[C@@H]1Oc2ccc(NC(=O)Nc3cccc4ccccc34)cc2CC(=O)N([C@H](C)CO)C[C@H]1C	0.3	·
CO[C@@H]1CN(C)C(=O)c2cc(NC(=O)C3CC3)ccc2OC[C@@H](C)N(Cc2ccc(F)cc2)C[C@@H]1C	-0.1	6
C[C@H](CO)N1C[C@H](C)[C@H](CN(C)CC2CC2)OCCCC[C@H](C)Oc2ccc(NC(=O)Nc3ccc(C(F)(F)F)cc3)cc2C1=O	-1.0	·
C[C@H](CO)N1C[C@H](C)[C@@H](CN(C)S(=O)(=O)c2cccs2)OCCCC[C@H](C)Oc2ccc(NC(=O)CCC(F)(F)F)cc2C1=O	3.3	·
COc1ccc(NC(=O)N(C)C[C@H]2Oc3ccc(NC(=O)CCN4CCOCC4)cc3C(=O)N([C@H](C)CO)C[C@@H]2C)cc1	·	3
O=C(C[C@H]1C=C[C@@H](NC(=O)C2CC2)[C@H](CO)O1)NCCCN1CCOCC1	0.2	10
O=C(C[C@@H]1C=C[C@H](NC(=O)NC2CCCCC2)[C@H](CO)O1)NCc1ccc(F)cc1	0.2	8
COc1ccc(NC(=O)N(C)C[C@H]2OCCCC[C@@H](C)Oc3ccc(NC(=O)CCCN(C)C)cc3C(=O)N([C@H](C)CO)C[C@@H]2C)cc1	1.2	·
O=C(C[C@H]1C[C@H]2c3cc(NC(=O)C4CCC4)ccc3O[C@H]2[C@@H](CO)O1)NCc1ccccn1	-1.2	2
COc1ccc(OC)c(NC(=O)CSc2nc(C)cc(C)n2)c1	0.0	0
COc1ccc(S(=O)(=O)Nc2ccc3c(c2)C(=O)N([C@@H](C)CO)C[C@@H](C)[C@H](CN(C)S(=O)(=O)c2c(C)noc2C)OCCCC[C@H](C)O3)cc1	0.0	·
COc1ccc(S(=O)(=O)N(C)C[C@H]2Oc3cc(-c4ccccc4OC)ccc3S(=O)(=O)N([C@H](C)CO)C[C@H]2C)cc1	2.3	-16
O=C(C[C@@H]1CC[C@@H](NC(=O)c2ccc(F)cc2)[C@H](CO)O1)NCCc1ccccc1	-0.5	1
COCC(=O)Nc1ccc2c(c1)C(=O)N(C)C[C@@H](OC)[C@@H](C)CN(Cc1cccc(F)c1)[C@H](C)CO2	-0.3	1
C[C@@H]1CN([C@@H](C)CO)C(=O)c2cc(NS(C)(=O)=O)ccc2O[C@@H]1CN(C)S(=O)(=O)c1ccc(F)cc1	1.2	·
C[C@@H]1CN([C@@H](C)CO)C(=O)c2cccc(NS(C)(=O)=O)c2O[C@@H]1CN(C)Cc1ccc(-c2ccccc2)cc1	·	-1
Cn1c(=O)c2c(nc(NCc3cccnc3)n2Cc2cccc(Br)c2)n(C)c1=O	4.2	0
O=C(C[C@@H]1C=C[C@H](NS(=O)(=O)c2ccc(F)cc2)[C@H](CO)O1)N1CCC(Cc2ccccc2)CC1	-0.2	-4
C[C@H]1CN([C@@H](C)CO)C(=O)c2cc(NC(=O)Cc3ccccc3)ccc2O[C@H]1CN(C)C(=O)Nc1cccc2ccccc12	0.1	5
C[C@H]1CN([C@@H](C)CO)C(=O)c2cccc(NC(=O)c3cnccn3)c2O[C@H]1CN(C)C(=O)Nc1ccccc1	-3.7	6
CO[C@@H]1CN(C)C(=O)c2cc(NS(C)(=O)=O)ccc2OC[C@H](C)N(Cc2nccs2)C[C@H]1C	0.4	-7
C[C@@H]1CN([C@H](C)CO)C(=O)c2cc(-c3cccc(C(=O)N(C)C)c3)cnc2O[C@H]1CN(C)C(=O)Cc1ccccn1	0.5	4
CCCNC(=O)N(C)C[C@@H]1Oc2ncc(C3=CCCCC3)cc2C(=O)N([C@@H](C)CO)C[C@H]1C	·	8
C[C@@H]1CN([C@H](C)CO)C(=O)Cc2cc(NC(=O)Cc3cn(C)c4ccccc34)ccc2O[C@H]1CN(C)S(C)(=O)=O	-30	-8
COCCNC(=O)C[C@H]1C[C@H]2c3cc(NC(=O)COC)ccc3O[C@H]2[C@@H](CO)O1	-5.2	12

Some of the entries so far, field by field.
> O=C(C[C@@H]1C=C[C@H](NS(=O)(=O)c2ccc(F)cc2)[C@H](CO)O1)N1CCC(Cc2ccccc2)CC1
  IDH1 R132H inh = -0.2
  PRC2 inh = -4
> C[C@H]1CN([C@@H](C)CO)C(=O)c2cc(NC(=O)Cc3ccccc3)ccc2O[C@H]1CN(C)C(=O)Nc1cccc2ccccc12
  IDH1 R132H inh = 0.1
  PRC2 inh = 5
> C[C@H]1CN([C@@H](C)CO)C(=O)c2cccc(NC(=O)c3cnccn3)c2O[C@H]1CN(C)C(=O)Nc1ccccc1
  IDH1 R132H inh = -3.7
  PRC2 inh = 6

(cont.)
compound	IDH1 R132H inh	PRC2 inh
Cc1noc(C)c1NC(=O)N(C)C[C@@H]1OCCCC[C@H](C)Oc2ccc(NC(=O)Nc3ccc(F)cc3)cc2C(=O)N([C@@H](C)CO)C[C@@H]1C	-0.5	·
CO[C@@H]1CN(C)C(=O)c2ccc(NC(=O)C3CC3)cc2OC[C@H](C)N(Cc2cncnc2)C[C@@H]1C	0.2	3
Cc1cccc(C#Cc2ccccc2)n1	-0.7	9
O=C(Nc1ccc(Cl)cc1)Nc1ccc(S(=O)(=O)Nc2ncccn2)cc1	0.3	-8
Cc1ccc(-c2nc3ncccc3o2)cc1NC(=O)COc1ccc(C2CCCCC2)cc1	0.4	1
O=C(C[C@H]1C[C@@H]2c3cc(NS(=O)(=O)c4ccc(F)cc4)ccc3O[C@@H]2[C@@H](CO)O1)NC1CCCCC1	-0.3	-5
O=C(C[C@@H]1C=C[C@@H](NS(=O)(=O)c2ccccc2)[C@@H](CO)O1)NCc1ccncn1	-0.1	-1
C[C@H](O)C#Cc1ccc2c(c1)O[C@@H](CN(C)CC1CC1)[C@@H](C)CN([C@@H](C)CO)S2(=O)=O	-0.4	-10
C[C@@H]1CN([C@H](C)CO)C(=O)Cc2cc(NC(=O)CCN3CCOCC3)ccc2O[C@@H]1CN(C)S(C)(=O)=O	1.5	-5
CCC(=O)N(C)C[C@H]1Oc2cc(C#CC3CCCC3)ccc2S(=O)(=O)N([C@@H](C)CO)C[C@@H]1C	·	4
CC(C)NC(=O)N(C)C[C@H]1Oc2ccc(NS(=O)(=O)c3ccc(Cl)cc3)cc2C(=O)N([C@H](C)CO)C[C@@H]1C	2.3	7
CCCC(=O)Nc1ccc2c(c1)OC[C@@H](C)N(Cc1ccncc1)C[C@@H](C)[C@@H](OC)CN(C)C2=O	0.6	-15
COc1ccc(NC(=O)N(C)C[C@@H]2OCc3ccccc3-c3ccccc3C(=O)N([C@H](C)CO)C[C@@H]2C)c(OC)c1	-3.9	0
Cc1nc(-c2ccccc2O)n(CCN2CCOCC2)n1	0.0	9
CO[C@H]1CN(C)C(=O)c2ccc(NC(=O)C3CCC3)cc2OC[C@@H](C)N(C)C[C@@H]1C	-0.1	5
O=C(C[C@@H]1C[C@H]2c3cc(NC(=O)CC4CC4)ccc3O[C@H]2[C@@H](CO)O1)NCc1ccc2c(c1)OCO2	-0.3	-6

Reprinted from the part before: 3 compounds; new compounds follow.
compound	IDH1 R132H inh	PRC2 inh
Cc1nc(-c2ccccc2O)n(CCN2CCOCC2)n1	0.0	9
CO[C@H]1CN(C)C(=O)c2ccc(NC(=O)C3CCC3)cc2OC[C@@H](C)N(C)C[C@@H]1C	-0.1	5
O=C(C[C@@H]1C[C@H]2c3cc(NC(=O)CC4CC4)ccc3O[C@H]2[C@@H](CO)O1)NCc1ccc2c(c1)OCO2	-0.3	-6
C[C@@H]1CN([C@H](C)CO)C(=O)Cc2cc(NS(=O)(=O)c3ccc(Cl)cc3)ccc2O[C@H]1CN(C)Cc1ccc(Oc2ccccc2)cc1	0.4	·
CO[C@@H](CN(C)C(=O)C1CCOCC1)[C@H](C)CN(C(=O)Nc1ccc(C(F)(F)F)cc1)[C@@H](C)CO	-0.1	4
C[C@H](CO)N1C[C@H](C)[C@@H](CN(C)C(=O)Nc2ccc(F)cc2)Oc2ccc(NS(=O)(=O)c3ccccc3)cc2CC1=O	0.0	·
C[C@@H]1CN([C@@H](C)CO)C(=O)c2cccc(NS(=O)(=O)c3ccccc3)c2O[C@@H]1CN(C)Cc1ccc(C(=O)Nc2ccccc2N)cc1	·	-18
CN(C)C(=O)c1ccc(-c2cccc(-c3nc(C(=O)NC4CCC4)cc4c3[C@H](CCO)N([S@@](=O)C(C)(C)C)C4)c2)cc1	-0.2	1
COc1ccc(-c2cc(C)nc(SCC(=O)N3c4ccccc4Sc4ccccc43)n2)cc1	-0.3	-15
C[C@H](CO)N1C[C@H](C)[C@@H](CN(C)S(=O)(=O)c2ccc(F)cc2)Oc2ccc(NC(=O)CCN3CCOCC3)cc2CC1=O	0.2	-36
COC(=O)COc1cccc(NC(=O)c2cc(OC)c(OC)c(OC)c2)c1	0.0	9
COc1ccccc1-c1cn(CC[C@H]2CC[C@H](NC(=O)c3cnccn3)[C@H](CO)O2)nn1	-0.2	-1
CC1OC(OCC2OC(Oc3c(-c4ccc(O)c(O)c4)oc4cc(O)cc(O)c4c3=O)C(O)C(O)C2O)C(O)C(O)C1O (stereo unspecified)	·	0
CN(C)CC(=O)N[C@@H]1CC[C@H](CCn2cc(CN(C)C)nn2)O[C@H]1CO	0.0	6
CS(=O)(=O)N(CC(=O)NC1CC2CCC1C2)c1cc(Cl)cc(Cl)c1 (stereo unspecified)	-0.6	3
Cc1ccc(S(=O)(=O)N(C)C[C@H]2OCCCC[C@H](C)Oc3ccc(NC(=O)Cc4ccccc4)cc3C(=O)N([C@@H](C)CO)C[C@@H]2C)cc1	0.4	·
C/C1=C/CC/C(CO)=C\[C@H]2OC(=O)C(CN3CCCC3C(=O)O)[C@@H]2[C@@H](OC(=O)C(C)CO)C1 (stereo partly specified)	1.2	·
O=C(NCC[C@H]1CC[C@@H](NS(=O)(=O)Cc2ccccc2)[C@@H](CO)O1)C1CCOCC1	0.0	6
COc1ccccc1C#Cc1ccc2c(c1)O[C@@H](CN(C)Cc1ccccc1)[C@H](C)CN([C@@H](C)CO)S2(=O)=O	-2.5	6
C[C@@H]1CCCCO[C@H](CN(C)CC2CC2)[C@H](C)CN([C@@H](C)CO)C(=O)c2cc(NC(=O)Nc3ccccc3)ccc2O1	2.1	·
CC(C)NC(=O)Nc1ccc2c(c1)C(=O)N([C@@H](C)CO)C[C@H](C)[C@@H](CN(C)S(=O)(=O)c1ccc(F)cc1)O2	·	-1
CC(C)C#Cc1ccc2c(c1)O[C@@H](CN(C)CC1CCOCC1)[C@H](C)CN([C@@H](C)CO)S2(=O)=O	0.3	7
CC(C)NC(=O)N[C@H]1CC[C@@H](CC(=O)NCc2ccc(Oc3ccccc3)cc2)O[C@H]1CO	-0.1	-14
C[C@@H]1CN([C@H](C)CO)C(=O)c2ccccc2-c2ccccc2CO[C@@H]1CN(C)C(=O)c1ccncc1	-0.2	5
CS(=O)(=O)Nc1ccc2c(c1)[C@H]1C[C@@H](CC(=O)NCC3CC3)O[C@H](CO)[C@H]1O2	8.9	4
CCCNC(=O)C[C@@H]1C[C@@H]2c3cc(NS(C)(=O)=O)ccc3O[C@@H]2[C@@H](CO)O1	0.3	-25
C[C@@H]1CCCCO[C@@H](CN(C)Cc2ccncc2)[C@@H](C)CN([C@@H](C)CO)C(=O)c2cc(NS(=O)(=O)c3ccccc3)ccc2O1	9.9	·

Assay outcomes from PubChem.
